Screens deposited in PubChem by several laboratories.
ER stress rescue: protection against thapsigargin-triggered cell killing – 384-well, CSM14.1, ATP luminescence, primary screen (AID 1222); 190,000 tested, under 10 active; CSM14.1 thapsigargin-induced death rescue, ATP luminescence; higher % means a stronger effect; cellular ATP content (survival), % at 20 µM, or EC50 in µM where a hit was titrated;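 active means EC50 below 50 µM in the dose-response confirmation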;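 further: death triggered by thapsigargin at about 15 µM added after 2 h compound pretreatment; cell ATP read after overnight thapsigargin exposure of roughly 18 to 22 hours; normalized against plate controls of thapsigargin alone and 5% DMSO vehicle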
P. falciparum M17LAP: P. falciparum M17LAP inhibitors, primary screen, biochemical, fluorogenic H-Leu-NHMec substrate, 1536-well (AID 1619) | recombinant M17LAP, H-Leu-NHMec fluorogenic kinetic assay; higher % means a stronger effect | one-dose inhibition, % at 30 µM; IC50 in µM for titrated hits | 220,000 compounds, 0.38% hits;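 active means compound inhibiting the enzyme by more than half at any dose during confirmatory dose-response retesting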;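 further: plate controls were full reaction with DMSO carrier for no effect and no enzyme background for full effect; strong numbers were not always called active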
M1AAP inhibition: P. falciparum M1AAP inhibitors, biochemical, fluorogenic H-Leu-NHMec substrate, 1536-well (AID 1445); recombinant M1AAP, H-Leu-NHMec fluorogenic kinetic assay; higher % means a stronger effect; 220,000 compounds, 0.42% hits; inhibition, % at 30 µM; hits with a dose series show IC50 in µM;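 active means primary inhibition above the hit cutoff, then over 50% inhibition at one or more dose response concentrations, cut at about 23% in these data, passing the limit was not always enough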;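 further: plate controls were DMSO full reaction for no effect and no enzyme background for full effect; strong numbers were not always called active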
Dynein transport: blocks dynein driven cargo transport along microtubules | 3617.4 mouse cells, GR-EGFP nuclear translocation imaging; test concentration mostly 20 µM; stimulated with dexamethasone, 1 µM; active compounds read low | z-score, hits read low | 220,000 compounds, 0.47% hits | AID 1381;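 active means plate z-score of nuclear minus cytoplasmic receptor signal below a set negative limit, without overly bright fluorescence or cell loss, cut at about -3.5 in these data, passing the limit was not always enough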;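 further: z-score of nuclear minus cytoplasmic ring GR-EGFP intensity difference per well; some compounds called inactive have numbers as strong as hits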
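Medium: Induction medium lacking tetracycline, stripped serum | Probe or stimulus: 1.0 µM final dexamethasone stimulus | Schedule: 48 h induction, then 1 h compound, then 30 min agonist, 37 °C | Signal: Automated 10x imaging of fixed Hoechst-stained cells | Evaluation: Per-cell GR-EGFP intensity, nucleus versus surrounding cytoplasmic ring, well-averaged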
Autophagy mod: modulators of autophagy; MEF GFP-LC3 puncta imaging; test concentration mostly 10 µM; calls only at 10 µM (by protocol); 190,000 compounds, 0.98% hits; AID 463193;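 active means percentage of spot-positive cells more than 3 SD above its plate mean, without a fluorescence outlier flag or 80% toxicity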;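 further: spot-positive cell cutoff set from DMSO-treated cells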
Ins promoter up: MIN6 insulin promoter up-regulation; MIN6 insulin promoter-GFP reporter, high-content imaging; active compounds read high; AID 1625; z-score at 5 µM; 190,000 compounds, 0.3% hits;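 active means z-score above 3 at 5 µM with at least 500 cells counted in the well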
MT stabilizer: microtubule stabilization, imaging screen. HeLa tubulin immunostaining HCS, 24 h; share of cells brighter than vehicle mean+2SD. % tubulin-high responders, % at 10 µM. 200,000 compounds, 0.83% hits;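 active means plate Z-score above 3 for both tubulin-high and condensed-nucleus cell shares, with cell loss under 80%, at 10 µM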;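 further: anti alpha tubulin signal scored within the nucleus-defined area of each cell; some results filed as inactive read as strong as hits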
UTI89 phage lysis: inhibition of K1F phage lysis, E. coli UTI89, bacterial capsule biogenesis inhibitors, alamar blue (AID 488966); E. coli UTI89 K1F phage lysis, alamar blue, 2 h; higher % means a stronger effect; inhibition, % at 100 µM, or IC50 in µM where a hit was titrated; 340,000 compounds, 0.02% hits;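 active means phage lysis inhibition, versus mean bacterial control, above a set limit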;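 further: capsule biogenesis inhibitors block K1F phage lysis so surviving cells raise fluorescence; higher fluorescence means more inhibition of phage lysis; actives were called in the ten point dose series up to 300 µM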
b-catenin transl: modulators of beta-catenin nuclear translocation; HeLa beta-catenin nuclear translocation, immunofluorescence imaging; nuclear translocation activity, % at 5 µM; 190,000 compounds, 0.3% hits; AID 1665;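 active means nuclear translocation activity above 50% at 5 µM, with a well cell count of 50 or more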;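 further: per-cell ratio of nuclear to cytoplasmic median beta-catenin stain intensity; plate controls were DMSO negative control for no effect and GSK-3 inhibitor IX positive control for full effect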
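Signal – beta-catenin immunofluorescence imaging with DAPI · Test system – human HeLa cell line · Dosing – 5 µM primary single dose, 0.1% DMSO, 0.02–20 µM confirmation series · Measure – % activation, nuclear-to-cytoplasmic median beta-catenin signal ratio per cell · Incubation – 24 h compound exposure at 37°C, 5% CO2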
Dynein transport cytoplasmic EGFP: second read-out of Dynein transport, no call of its own (marks repeat the call); z-score; measured here: cytoplasmic GR-EGFP intensity; active compounds read high
Dynein transport nuclear GR-EGFP: further read-out of Dynein transport, marked with its call; z-score; measured here: nuclear GR-EGFP intensity;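 lower value marks the stronger effect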
Dynein transport cell count: further read-out of Dynein transport, marked with its call; z-score; measured here: cell count per field
Ins promoter up cell count: also measured in Ins promoter up; calls as there; cell count; measured here: cytotoxicity, nuclei count;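 total cells summed across four imaged fields per well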
b-catenin transl cell count 5 µM: also measured in b-catenin transl; calls as there; cell count; measured here: cell count, cytotoxicity flag
MT stabilizer Hoechst-high %: recorded beside MT stabilizer, whose call it bears; % Hoechst-high responders; measured here: nuclear condensation Hoechst responders;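 share of cells brighter than vehicle mean plus two SD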
MT stabilizer cytotoxicity %: second read-out of MT stabilizer, no call of its own (marks repeat the call); toxicity, %; measured here: cytotoxicity by cell density;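 0% = mean cell density of plate MIN control wells and 100% = no cells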
Autophagy mod cell loss 18 h: further read-out of Autophagy mod, marked with its call; toxicity, %; measured here: cell loss, nuclei count;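 cell loss after 18 h compound exposure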
* = called active by the depositor; i = inactive; / = no result given; + = active, no number; [ ] = remark or other dose.

SMILES	ER stress rescue	P. falciparum M17LAP	M1AAP inhibition	Dynein transport	Dynein transport cytoplasmic EGFP	Dynein transport nuclear GR-EGFP	Dynein transport cell count	Autophagy mod	Autophagy mod cell loss 18 h	Ins promoter up	Ins promoter up cell count	MT stabilizer	MT stabilizer Hoechst-high %	MT stabilizer cytotoxicity %	UTI89 phage lysis	b-catenin transl	b-catenin transl cell count 5 µM
CC(C)NC(=O)CSc1nncn1-c1ccccc1	2.2%	12.2%	13.1%	-0.466	-0.215	0.00192	0.977	i	12.2	0.12	1165	2.3	1.7	6.4	0.1%	-0.4	792
Cn1ncc(N=Cc2ccccc2O)c1C(=O)Nc1ccccc1	2.3%	-2.6%	-7.0%	-0.426	0.022	0.0404	0.474	i	-0.2	/	/	5.4	4.6	6.7	0.5%	-2.1	1170
CCOC(=O)CNC(=O)CSc1nnc(-c2cccc(C)c2)n1-c1ccc(OC)cc1	1.0%	11.5%	1.4%	-0.261	-0.174	0.0478	0.114	i	-20.3	1.84	949	2.6	2.2	5.5	0.1%	2.3	619
COc1cc(C)c(S(=O)(=O)n2nnc3ccccc32)cc1C	-2.1%	21.5%	-0.1%	-0.253	-0.258	-0.0438	0.951	i	-3.1	0.29	925	2.0	1.4	6.3	5.3%	0.9	1106
COC(=O)CCC(=O)NNC(=O)CCC(=O)Nc1cccc(Cl)c1C	-1.2%	-3.1%	0.2%	0.222	-0.361	0.165	0.367	i	6.9	0.15	1495	7.0	2.0	10.8	0.2%	-2.8	1148
COc1ccc(Oc2c(O)c3ccccc3n(C)c2=O)cc1	-1.6%	-15.5%	0.7%	2.21	-0.188	1.19	-1.63	i	-8.2	0.67	1151	3.7	2.5	2.5	0.9%	/	/
Cc1cc2c(c(=O)o1)C(c1cccs1)C(C#N)=C(N)O2 (stereo unspecified)	-0.8%	-7.0%	-2.4%	-0.512	-0.224	-0.385	0.643	i	-7.4	0.05	1459	3.4	3.0	5.2	-1.8%[50 µM]	-0.6	1141
COc1ccc(-c2cc(C(F)(F)F)n3ncc(C(=O)NCC4CCCO4)c3n2)cc1 (stereo unspecified)	/	-1.5%	-5.4%	-0.804	-0.247	0.0965	0.505	i	-5.2	-2.58	1274	3.0	1.2	6.1	0.4%	-0.6	1010
CCN1CCN(C(=O)c2cc3cc4ccc(OC)cc4nc3s2)CC1	0.5%	-25.4%	14.1%	-0.603	-0.102	-0.169	0.375	i	-1.5	/	/	0.4	2.0	6.2	-0.2%	-1.2	1158
N#Cc1sc2nc(-c3ccccc3)cc(-c3ccco3)c2c1N	-1.2%	1.0%	17.3%	-1.46	1.14	-0.29	0.0521	i	-7.2	1.06	1766	3.8	2.4	5.6	0.6%	-1.0	1161
O=C1CCCC2=C1C(c1ccccn1)Nc1ccc(C(=O)c3ccccc3)cc1N2 (stereo unspecified)	3.3%	48.4%	8.6%	0.757	-0.234	0.55	-0.0101	i	10.8	-0.04	1387	4.2	1.8	6.6	-6.7%	-2.0	946
Cc1cc(C)c(C)c(C(=O)CSc2nnc(-c3ccc4[nH]c(C)c(C)c4c3)o2)c1C	-2.1%	13.0%	8.2%	0.167	-0.037	0.555	0.0515	+	-1.4*	-0.93	1164	4.6	7.7	11.1	-0.5%	-2.5	610
CCc1cccc(C)c1NC(=S)N(CCCN1CCN(C)CC1)Cc1cccs1	-2.2%	3.5%	3.3%	-0.963	-0.28	-0.516	1.03	i	-26.9	1.01	1175	3.1	1.7	1.7	0.3%	-0.9	1029
[N-]=C=C1C(=O)NC(=O)C([n+]2ccc(-c3ccncc3)cc2)C1c1ccccc1C(F)(F)F (stereo unspecified)	/	-3.0%	5.9%	-0.242	-0.0634	-0.0117	-0.104	/	/	/	/	/	/	/	-0.3%	0.5	1361
CCOc1ccc(OCCn2c(=S)[nH]c3c(N)ncnc32)cc1	-0.4%	-0.3%	0.0%	-0.868	0.186	-0.456	1.2	i	13.7	-0.04	1101	2.1	2.4	7.0	0.1%	-0.5	1039
Cc1ccc(S(=O)(=O)NNC(=O)NC23CC4CC(CC(C4)C2)C3)cc1	-1.7%	-11.1%	9.8%	1.07	-0.129	0.244	-1.08	i	-10.4	-0.08	1432	3.3	3.7	7.7	0.3%[50 µM]	-0.4	971
O=C(Oc1ccc(C(=S)N2CCCCC2)cc1)c1ccccc1F	-1.4%	12.1%	0.1%	0.446	-0.0831	1.04	-1.46	i	-4.9	-0.63	1467	1.9	0.8	1.8	0.7%	-2.2	1010
Cc1cc(NCc2ccc3c(c2)OCO3)n2nc(C)nc2n1	0.6%	-0.1%	-7.5%	-0.252	-0.259	0.189	0.546	i	23.7	0.06	1197	4.2	2.4	7.7	5.5%	-0.2	1063
CCOc1cc(C2C(C#N)=C(N)OC3CCCC(=O)C32)ccc1OCCN1CCOCC1 (stereo unspecified)	-0.9%	-8.4%	10.6%	-0.393	-0.199	-0.191	0.946	i	-15.2	-0.05	1057	1.9	1.8	10.2	0.5%	0.3	1092
O=C(COc1cccnc1[N+](=O)[O-])Nc1ccc2c(c1)CCC2	/	10.8%	11.0%	-0.145	-0.157	0.815	-0.347	/	/	0.89	946	/	/	/	0.2%	-1.0	1372
COCCn1nnnc1C(C(C)C)N1CCCC(C)C1 (stereo unspecified)	-0.9%	2.6%	2.1%	-0.721	-0.317	0.0512	0.842	i	12.0	-0.06	1460	3.0	1.8	9.8	0.7%	-3.3	1088
COc1ccc(CNC(=O)COC(=O)CCC2CCCCC2)cc1	0.7%	-15.4%	5.5%	2.48	0.0524	1.87	-1.75	i	5.0	-0.01	1608	3.5	1.9	7.9	1.3%[50 µM]	0.6	1043
CC(C)Cn1cnc2c(=O)oc3ccccc3c21	-0.1%	4.9%	-5.3%	-0.412	0.057	0.0932	0.408	i	-1.9	-0.59	1023	1.4	1.3	2.4	0.1%	/	/
COCCCNC(=O)c1cc(C(=O)c2c(-c3c(Cl)cccc3Cl)noc2C)c[nH]1	-1.4%	-2.2%	7.2%	-0.654	-0.201	-0.567	1.82	i	-17.3	-0.7	1247	5.4	2.4	3.9	0.3%	-1.9	964
CN(C)S(=O)(=O)N1CCN(c2ccc([N+](=O)[O-])c(N3CCCCC3)c2)CC1	-1.1%	0.8%	1.1%	-0.838	-0.328	-0.608	1.29	i	-21.0	-0.71	1378	4.7	1.9	6.2	-0.5%	2.0	990
CC(=O)c1cccc(NC(=O)C(=O)Nc2cccc3ccccc23)c1	2.0%	10.0%	1.8%	-0.0671	-0.244	0.21	-0.553	i	-1.1	-0.04	1493	2.4	1.3	4.7	0.1%	-0.1	1042
O=C(CCCSc1nc(-c2ccco2)cc(C(F)(F)F)n1)Nc1ccc2c(c1)OCO2	-3.4%	-7.3%	5.2%	0.534	-0.315	0.266	0.295	i	4.4	0.04	1482	4.6	6.5	9.0	0.2%	-1.4	965
O=C(CSc1nnc(-c2ccccc2O)o1)Oc1ccc(OCc2ccccc2)cc1	-0.4%	6.8%	0.6%	0.94	-0.185	0.832	-0.759	+	36.9*	/	/	3.1	0.8	4.7	0.5%	-1.9	1022
Clc1ccc(Oc2nc(N3CCOCC3)nc(N3CCOCC3)n2)c(C2CCCCC2)c1	/	/	/	-0.44	-0.262	-0.6	1.34	i	17.1	/	/	2.3	2.2	4.3	-0.2%	/	/
Cn1c(-c2cc3ccc(OC(=O)C(C)(C)C)cc3oc2=O)nc2ccccc21	-1.7%	-44.6%	0.4%	-0.574	-0.00593	-0.86	-0.123	i	-6.3	/	/	2.4	1.3	3.4	0.8%	/	/
CS(=O)(=O)N1CCN(c2ccccc2NC(=S)NC(=O)c2ccccc2[N+](=O)[O-])CC1	0.2%	-4.5%	4.6%	-0.287	-0.279	0.0519	0.422	i	11.1	-0.28	1575	4.1	2.1	1.2	i	9.7	816
Cn1c(=O)c2c(ncn2CC(=O)N/N=C/c2ccc(Br)s2)n(C)c1=O	3.9%	11.4%	4.8%	0.603	-0.248	0.893	-0.793	i	29.0	0.08	1431	5.8	2.0	6.7	1.2%	-3.4	1129
COCc1cc(C)nc(OCC(=O)N/N=C/c2ccc(C)o2)c1C#N	1.2%	6.3%	2.9%	1.84	-0.135	0.423	-1.02	i	-5.5	-0.15	1046	1.4	1.6	0.9	0.1%	-0.2	1100
Cc1nc(C)c(C(=O)C2=C(O)C(=O)N(CCN(C)C)C2c2ccccc2)s1 (stereo unspecified)	-0.9%	11.2%	3.0%	-0.031	0.135	0.168	-0.196	i	2.3	0.36	1244	5.8	2.4	5.9	1.1%	0.6	1188
CC(C)c1ccc(Nc2ncccc2C#N)cc1	-0.3%	-7.8%	4.6%	-0.759	-0.202	0.169	0.464	i	-10.7	0.44	1612	2.8	1.7	9.5	0.0%	-0.4	1385
COc1ccc(-c2c(C#N)c(N)nc3c2CCC3)cc1	8.4%	-8.1%	3.6%	0.767	-0.242	0.641	1.14	i	17.3	-0.15	1380	3.7	2.2	6.5	4.4%	-1.5	1021

Not a hit list; about 2.9% have a hit in one of these screens.
